Screening data (PubChem BioAssay)
PLK1 PBD inh: qHTS for Inhibitors of PLK1-PDB (polo-like kinase 1 - polo-box domain): Primary Screen | Serine/threonine-protein kinase PLK1 (Homo sapiens), P53350 | Plk1 PBD binding of FITC phosphopeptide, fluorescence polarization | 360,000 compounds, 2.8% hits | Potency, µM, for the others: max response, negative = inhibition, actives largely listed as inhibitors | AID 720504, 2013; also: potency is read from the fitted curve at half-maximal effect; series mostly up to about 57 µM; % is scaled to controls: 0 for no effect and ±100 for the full control effect; nearly all actives have a fitted effect of over 65% in size
Target sequence (P53350 whole entry, looked up, the tested form may be a part): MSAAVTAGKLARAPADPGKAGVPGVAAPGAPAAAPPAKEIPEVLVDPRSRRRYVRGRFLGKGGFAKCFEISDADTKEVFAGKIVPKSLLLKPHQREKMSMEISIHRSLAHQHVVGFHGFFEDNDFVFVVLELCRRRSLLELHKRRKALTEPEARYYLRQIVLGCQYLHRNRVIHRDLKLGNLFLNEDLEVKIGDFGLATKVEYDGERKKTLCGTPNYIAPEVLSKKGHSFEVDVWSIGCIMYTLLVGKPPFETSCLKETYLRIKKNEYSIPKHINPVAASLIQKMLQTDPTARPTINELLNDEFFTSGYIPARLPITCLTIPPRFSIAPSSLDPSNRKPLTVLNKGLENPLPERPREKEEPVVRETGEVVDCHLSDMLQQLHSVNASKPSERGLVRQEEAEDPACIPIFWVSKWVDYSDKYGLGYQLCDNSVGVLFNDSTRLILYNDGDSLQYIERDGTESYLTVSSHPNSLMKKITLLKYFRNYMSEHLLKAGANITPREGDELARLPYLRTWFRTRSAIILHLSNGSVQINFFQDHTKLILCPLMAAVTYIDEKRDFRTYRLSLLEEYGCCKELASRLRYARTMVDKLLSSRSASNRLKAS
Abeta yeast res: qHTS for compounds that reverse cellular toxicity of Amyloid beta (A-beta) peptide in yeast: Primary Screen; yeast expressing A-beta42, growth rescue, OD600, 48 h; response scale: 0% DMSO, 100% iron-clioquinol control; Potency, µM (top dose mostly 46.1 µM), for inactives: top-dose growth rescue, most hits filed as activators; 410,000 compounds, 0.063% hits; AID 1347071, 2019; also: potency is read from the fitted curve at half-maximal effect; nearly all actives have a fitted effect of over 55% in size
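Yeast growth medium received pinned compounds, then yeast cells expressing toxic A-beta were added; plates incubated at 30 C for 48 hr. Growth read as absorbance at 600 nm, normalized to DMSO and equimolar FeCl3 plus clioquinol controls.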
FUS suppressor: qHTS for Suppressors of FUS Proteinopathy: Primary screen using FUS-linked yeast assay; Potency, µM (top dose mostly 76.6 µM), for the others: at the highest dose growth rescue (activation), actives largely listed as activators; 390,000 compounds, 0.24% hits; AID 1347120, 2019; S. cerevisiae FUS-expressing, growth rescue, OD600, 24 h;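 also: potency is read from the fitted curve at half-maximal effect; plate controls were DMSO vehicle for no effect and reference control for full effect; nearly all actives have a fitted effect of over 55% in size; some results filed as inactive show a strong effect at the top dose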
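Cultures pregrown in 2.5% raffinose medium are shifted to minimal medium containing 2% galactose to express toxic FUS. Compounds are tested at several concentrations. After 24hr at 30C, growth is quantified at 600 nm absorbance.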
PI5P4Ka inh: qHTS for Inhibitors of phosphatidylinositol 5-phosphate 4-kinase (PI5P4K) | Phosphatidylinositol 5-phosphate 4-kinase type-2 alpha (Homo sapiens), P48426 | PI5P4Kalpha enzyme, ADP-Glo luminescence, 60 min; stronger effect = lower value | max response, % | 330,000 compounds, 1.2% hits | AID 652105, 2013; active = max response of -50% or lower; inconclusive = between -30% and -50%; inactive = -30% or higher; also: value at the top dose of about 77 µM; % is scaled to controls: 0 for no effect and ±100 for the full control effect
Target sequence (P48426 whole entry, looked up): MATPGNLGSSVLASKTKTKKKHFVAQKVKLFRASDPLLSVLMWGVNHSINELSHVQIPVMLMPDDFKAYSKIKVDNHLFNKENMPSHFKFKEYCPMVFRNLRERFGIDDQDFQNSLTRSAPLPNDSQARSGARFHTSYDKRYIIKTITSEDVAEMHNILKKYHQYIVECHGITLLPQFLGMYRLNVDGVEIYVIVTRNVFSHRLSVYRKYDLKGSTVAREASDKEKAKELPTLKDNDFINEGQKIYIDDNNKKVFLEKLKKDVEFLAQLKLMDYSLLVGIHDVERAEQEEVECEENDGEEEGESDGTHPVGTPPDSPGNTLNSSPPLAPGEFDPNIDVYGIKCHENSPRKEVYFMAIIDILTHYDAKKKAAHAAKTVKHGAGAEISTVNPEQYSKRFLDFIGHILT
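Compounds were pin-transferred onto PI5P4Kalpha and substrate in HEPES pH 7.4 buffer with EGTA, CHAPS and 5% DMSO. ATP (5 microM final) started the reaction, which ran 60 minutes at room temperature before ADP-Glo detection.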
IL-2 act: qHTS of IL-2 Activators | IL-2 activation reporter assay, cell-based qHTS; stimulated with anti-CD3/CD4/CD28 beads; in transgenic mouse T cells | activation, % (series mostly up to about 46 µM) | 360,000 compounds, 0.065% hits; in the data active = activation above about 50%; inconclusive = mostly about 30% to 49%; also: 0% is about no effect
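Readout is EGFP and DsRed signal by fluorescent plate cytometry after 18 h at 37 degrees C. Transgenic mouse T cells (750/well) received compound for 60 min before bead stimulation (anti-CD3, anti-CD4, anti-CD28); memory T cells served as non-tolerant control.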
aSyn rescue: qHTS of alpha-syn Inhibitors; 370,000 compounds, 0.14% hits; Yeast expressing alpha-synuclein, growth rescue, BacTiter-Glo, 24 h; Potency, µM (doses to about 46.1 µM), without a hit: top-dose growth rescue (activation), hits mostly activators; also: potency is read from the fitted curve at half-maximal effect; % of control where 0% means no effect; nearly all actives have a fitted effect of over 65% in size
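Galactose-induced alpha-syn yeast (OD600=0.02, raffinose-pregrown) + pinned cpd, 24 hr, 30 deg C; growth by BacTiter-Glo luminescence. Growth restoration scores as activation.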
EPAC1 agonist: qHTS for Agonist of cAMP-regulated guanine nucleotide exchange factor 3 (EPAC1): primary screen | Rap guanine nucleotide exchange factor 3 (Homo sapiens), O95398 | EPAC1 agonist qHTS, biochemical assay; response scale: 100% = response to 6.5 mM cAMP | Potency, µM (series often up to 154 µM), for inactives: at the top dose activation, most hits filed as activators | 360,000 compounds, 0.073% hits | AID 720707, 2013; also: potency is read from the fitted curve at half-maximal effect; nearly all actives have a fitted effect of over 60% in size
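Fluorescent GDP-exchange assay: 100 nM EPAC1 with 250 nM Rap1B preloaded with BODIPY-GDP and 50 uM GDP; compounds tested as concentration series, 5 min at room temperature, then read every 5 min for 30 min (ex 480/em 540 nm); normalized to 6.5 mM cAMP.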
EPAC1 antag: qHTS for Antagonist of cAMP-regulated guanine nucleotide exchange factor 3 (EPAC1): primary screen; Potency, µM (highest dose often 115 µM), without a hit: at the top dose activity change, negative = inhibition, usual class: inhibitors; EPAC1 GEF assay, Rap1b-BODIPY-GDP exchange fluorescence; 360,000 compounds, 0.14% hits; Rap guanine nucleotide exchange factor 3 (Homo sapiens), O95398;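 also: potency is read from the fitted curve at half-maximal effect; plate controls were vehicle for no effect and positive control for full effect; nearly all actives have a fitted effect of over 50% in size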
WRN helicase inh: qHTS for Inhibitors of WRN Helicase. Bifunctional 3'-5' exonuclease/ATP-dependent helicase WRN (Homo sapiens), Q14191. WRN helicase unwinding, fluorescent forked duplex, kinetic. Potency, µM (doses to about 114 µM), without a hit: at the highest dose activity change, negative = inhibition, usual class: inhibitors. 360,000 compounds, 0.46% hits. AID 651768, 2012; also: potency is read from the fitted curve at half-maximal effect; % is scaled to controls: 0 for no effect and ±100 for the full control effect; nearly all actives have a fitted effect of over 55% in size
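Screening of the MLSMR collection measured strand separation of a quenched forked DNA duplex (100 nM) by 20 nM WRN with 2 mM ATP, all final. Compounds were preincubated with enzyme 15 min at room temperature.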
Starred values were filed as active, the others as inactive; ? = inconclusive; · = no result given; [ ] = dose if it differs, or a comment. Unless noted, calls follow the shape of the dose curve; as a rule, active = well fitted curve in the direction sought with a large enough effect; inconclusive = small, poorly fitted or top-dose-only effect, or another doubt; inactive = no such curve, though single readings can be large; an effect the other way counts as inactive or inconclusive.

Molecule	PLK1 PBD inh	Abeta yeast res	FUS suppressor	PI5P4Ka inh	IL-2 act	aSyn rescue	EPAC1 agonist	EPAC1 antag	WRN helicase inh
COC(=O)c1n[nH]n(-c2cc(Cl)cc(Cl)c2)c1=O	-2%	3%	-22%	12	3.5	-3%	-1%	3%	-30%
CC1CCN(Cc2nc3c(c(=O)n(C)c(=O)n3C)n2CCc2ccccc2)CC1	-7%	-7%	-7%	6	-0.9	0%	-5%	-29%	-4%
CCOc1ccc(CC2CC(=O)NC2=O)cc1 (stereo not given)	-20%	2%	-24%	0	1.0	7%	2%	0%	4%
O=C(NCCCNC(=O)c1c(F)cccc1F)c1c(F)cccc1F	4%	5%	-18%	-2	-2.9	-6%	-1%	-1%	0%
CCOCCCNC(=O)c1ccc2c(=O)n(CCCOCC)c(=S)[nH]c2c1	-14%	-16%	39%	4	-3.3	-5%	9%	-23%	3%
O=C(NCc1cccnc1)c1cccc(NC(=O)c2ccco2)c1	-3%	7%	19%	-1	0.9	-14%	-5%	2%	-13%
CCN(CC(=O)NCc1cccs1)C(=O)c1cccc(S(=O)(=O)N(C)C)c1	1%	6%	-8%	-6	-0.7	0%	2%	-9%	-21%
O=C(CCl)Nc1cc(-c2ccccc2)nn1-c1ccccc1	-17%	-45%[inhibitor]	22%	·	-5.2	3%	-7%	-5%	-16%
CC(C)(C)c1cc(NC(=O)COC(=O)c2ccc(O)cc2O)n(-c2ccccc2)n1	1%	-2%	11%	-1	2.5	3%	?	-5%	-7%
C=CCSc1nc2ccccc2c2nc(-c3ccccc3)nn12	-12%	-9%	-1%	17	-0.4	-1%	-2%	-3%	19%
Cc1ccc(NC(=O)C2CCCN2C(=O)NC2CCCCC2)cc1 (stereo not given)	6%	-6%	-5%	-3	1.1	2%	13%	6%	-6%
CC(C)C[C@@H](COCc1cccc(C(F)(F)F)c1)N1CCN(C(=O)c2ccc(C(F)(F)F)cc2)CCC1=O	-4%	19%	?	18	-1.0	?	-29%	-29%	-11%
COc1ccc(C(=O)NC2CCCc3c2cnn3-c2ccc(C)c(C)c2)c(OC)c1OC (stereo not given)	1%	-44%[inhibitor]	?	-3	-4.5	-29%	-4%	5%	4%
Cc1sc(NC(=O)CSc2nnnn2C2CCCCC2)c(C#N)c1C	-5%	-7%	3%	3	0.5	0%	8%	-7%	-14%
CC(=O)CSc1nc(N(C)C)nc(N(C)C)n1	-1%	-2%	-8%	-2	-2.6	-4%	-3%	15%	5%
CC(NC(=O)Nc1nnc(C(F)(F)F)s1)N1C(=O)C2C3C=CC(C3)C2C1=O (stereo not given)	-4%	1%	-7%	2	0.4	0%	1%	15%	2%
Cc1ccc(-n2ncc(C#N)c2/N=C/N2CCN(C)CC2)cc1	-6%	13%	12%	2	-3.5	-4%	-8%	2%	3%
Cn1c(SCCN2CCOCC2)nc2sc3c(c2c1=O)CCCC3	-8%	6%	-19%	-5	0.0	3%	9%	0%	-1%
Cc1cccc(CS(=O)(=O)c2cn(CC(=O)N3CCOCC3)c3ccccc23)c1	-13%	8%	17%	0	-4.6	-3%	-9%	1%	-24%
N#Cc1nc(-c2ccccc2)oc1NCC1CCCO1 (stereo not given)	0%	13%	-14%	-8	-0.2	1%	-2%	-4%	-1%
Cc1cc(OCC(=O)Nc2cc(S(=O)(=O)N3CCOCC3)ccc2N2CCCC2)ccc1C(C)C	-5%	11%	-7%	11	-4.5	8%	-3%	-7%	-12%
CCOc1ccc2c(C)c(Cl)c(=O)oc2c1	-3%	-9%	-10%	-13	-1.0	11%	-2%	-8%	-3%
COC(c1ccccc1)c1nnc(CCC(=O)NCCC(C)C)o1 (stereo not given)	-9%	-2%	-12%	1	-2.5	-7%	2%	1%	1%
CCc1nnc(NC(=O)C2=CCN(S(=O)(=O)c3ccc(F)cc3)CC2)s1	-6%	3%	7%	-5	-0.1	0%	15%	11%	-4%
COC(=O)N1[C@H](C)C=C[C@]1(Cc1ccccc1)C(=O)O	2%	-8%	-6%	1	0.1	7%	-5%	7%	6%
COC(=O)c1ccc(CN2C(=O)C(C)ON=C2c2ncccc2C)o1 (stereo not given)	2%	-8%	-19%	6	0.7	-5%	-11%	-26%	12%[57.1 µM]
CCCc1nnc(NC(=O)C23CC4CC(CC(C4)C2)C3)s1	2%	-4%	-52%	3	-1.8	0%	4%	9%	-5%
COC(=O)C1=C(N)Oc2cc(C)n(Cc3cccnc3)c(=O)c2C1c1cccc(OC)c1OC (stereo not given)	-4%	-3%	7%	1	-0.4	1%	5%	7%	13%
O=C(C[C@H]1C/C=C\C[C@H](Cc2ccc(F)cc2)C(=O)O[C@@H](c2ccccc2)CNC1=O)N[C@@H](CO)Cc1ccccc1	-14%	-13%	13%	-11	0.0	-4%	-4%	-2%	13%
COC(=O)c1ccc(OCC(O)Cn2nnc3ccccc32)cc1 (stereo not given)	-8%	-12%	·	-6	0.3	-2%	3%	-4%	7%

An excerpt of these results, with two lines to a compound:
The line under a structure holds: PLK1 PBD inh	Abeta yeast res	FUS suppressor	PI5P4Ka inh	IL-2 act	aSyn rescue	EPAC1 agonist	EPAC1 antag	WRN helicase inh
- Cc1ccc(-n2ncc(C#N)c2/N=C/N2CCN(C)CC2)cc1
  -6%	13%	12%	2	-3.5	-4%	-8%	2%	3%
- Cn1c(SCCN2CCOCC2)nc2sc3c(c2c1=O)CCCC3
  -8%	6%	-19%	-5	0.0	3%	9%	0%	-1%

Going on with the list:
Molecule	PLK1 PBD inh	Abeta yeast res	FUS suppressor	PI5P4Ka inh	IL-2 act	aSyn rescue	EPAC1 agonist	EPAC1 antag	WRN helicase inh
CCN(CC)C(=O)c1c(NC(=O)c2ccccc2)sc(C)c1C	-2%	19%	3%	-4	-2.2	3%	-5%	-1%	3%
Nc1c(C(=O)N/N=C/c2ccccc2)cnn1-c1ccccc1	0%	3%	1%	-13	-0.7	0%	-2%	-2%	0%
O=C(Nc1cc(C(F)(F)F)ccc1N1CCCCC1)c1cccc([N+](=O)[O-])c1	-1%	1%	·	19	0.1	1%	-9%	-6%	-11%
COc1cc(C)ccc1OCc1cc(C(=O)N(Cc2c(C)nn(C)c2C)C2CC2)no1	-4%	2%	7%	5	-3.1	2%	-4%	-16%	-5%
N#CCSc1nccc(-c2cc(Cl)sc2Cl)n1	-9%	1%	-6%	0	0.0	10%	-7%	-4%	4%
Cc1cccc(-n2ncc3c(NC(C)C)ncnc32)c1	-6%	-6%	-9%	·	-3.3	-18%	-11%	-4%	4%
CCN1C(=O)[C@H]2[C@@H](c3ccc(-c4cccc(Cl)c4)cc3)N[C@@](C)(C(=O)OC)[C@H]2C1=O	-5%	-1%	?	6	-1.0	?	10%	-13%	-5%
CN(C(=O)COC(=O)C1(C)CC1(Cl)Cl)c1c(N)n(Cc2ccccc2)c(=O)[nH]c1=O (stereo not given)	-1%	-2%	-6%	-7	0.6	-3%	2%	-3%	6%
CCCCOc1ccc(C(=O)NN2CCN(C)CC2)cc1	2%	-1%	·	-2	2.0	0%	-5%	3%	3%
O=C(c1cccc([N+](=O)[O-])c1)N1CCN(c2ccc(Cl)cc2)CC1	-4%	20%	·	-5	0.3	12%	-3%	-11%	8%
O=C(CNC(=O)c1ccccc1)OC(C(=O)c1ccccc1)c1ccccc1 (stereo not given)	-12%	-7%	37%	1	-0.6	-2%	-5%	1%	-8%
Cc1nc(N2CCOCC2)c2c(C)c(C(=O)Nc3ccc(F)cc3F)sc2n1	3%	-30%	1%	2	0.2	4%	-2%	-21%	-8%
O=C(O)/C=C/C(=O)NCc1csc2ccccc12	0%	-2%	-2%	1	-0.1	-18%	1%	-8%	-9%
CC1(CC(=O)O)C(=O)N=C2C=CC=CN21 (stereo not given)	-1%	-2%	-5%	·	-1.8	-1%	-1%	-9%	10%
CCc1ccc(C(=O)Nc2cccnc2Oc2ccc(Cl)cc2)cc1	-1%	-6%	?	10	-0.7	0%	9%	-1%	-1%
CCOC(=O)/C(=C/c1ccc(N2CCC(c3ccccc3)=N2)cc1)C(C)=O	?	-6%	-20%	3	5.4	6%	?	-7%	?
COC(=O)CSc1nc2cc3c(cc2cc1C)OCCO3	-4%	-75%[inhibitor]	9%	·	1.9	-35%[inhibitor]	10%	2%	-6%
Cc1ccc(NC(=O)CSc2nc3ccccc3c(=O)n2CCCC(=O)NCCCN2CCOCC2)cc1C	-5%	11%	22%	-3	1.8	-6%	4%	-7%	7%
CN(C)c1ccc(CN2CCC(C(=O)NC(c3ccc(Cl)cc3)c3cnccn3)CC2)cc1 (stereo not given)	3%	-9%	-3%	-6	-0.9	9%	-23%	1%	14%
